Nrf2 ARE act = activators of Nrf2 (ARE) signaling | AREc32 ARE-luciferase reporter (MCF7-derived line), luminescence, 24 h | Potency, µM (series often up to 46.1 µM), inactives show top-dose activation, usual class: activators | 0.31% of 410,000 active | AID 624171; note: potency is the fitted concentration of half-maximal effect; % of control where 0% means no effect; nearly all actives have a fitted effect of over 65% in size
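AREc32 cells carrying an ARE-driven firefly luciferase, 1000 cells/well in OPTI-MEM with 5% FBS, dosed after overnight attachment and incubated 24 hr at 37 deg C. Steady-Glo luminescence read after 30 min at RT.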
ATXN2 expr inh = ATXN2 expression inhibition; HEK-293 ATXN2-luciferase reporter, luminescence, 24 h; Potency, µM (doses to about 57 µM), for the others: at the highest dose activity change, negative = inhibition, most hits filed as inhibitors; 0.72% of 360,000 active; note: potency is the fitted concentration of half-maximal effect; % is set by controls: 0 for no effect and ±100 for the full control effect; nearly all actives have a fitted effect of over 55% in size
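ATXN2-luciferase reporter cells (luciferase flanked by upstream and downstream ATXN2 gene portions) were treated 24 h at 37 °C with compounds at up to 57 uM. SteadyGlo luminescence gave expression; GF-AFC fluorescence gave viability.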
IL2 activator = activates IL-2 in a cell-based reporter assay. AID 652025. 0.065% of 360,000 active. activation, % (series mostly up to about 46 µM). IL-2 activation reporter assay, cell-based qHTS; stimulated with anti-CD3/CD4/CD28 beads; in transgenic mouse T cells; in the data active = activation above about 50%; inconclusive = mostly about 30% to 49%; note: 0% is about no effect
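Using fluorescent plate cytometry, EGFP and DsRed are detected in transgenic mouse T cells stimulated 18 h at 37 degrees C with antibody-coated beads after 60 min compound pretreatment.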
HepG2 tox = counter-screen for TGF-b inhibitors: cytotoxicity in HepG2 cells; HepG2 CAGA-GFP viability, ATP luminescence, 18 h; Potency, µM (top dose mostly 46.1 µM), without a hit: at the top dose activity change, negative = cytotoxicity, actives largely listed as cytotoxic; 0.76% of 410,000 active; AID 588856; note: potency is the fitted concentration of half-maximal effect; some results filed as inactive show a strong effect at the top dose
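CellTiter-Glo luminescence gave cytotoxicity after 18 hours at 37 degrees C. The cells were HepG2 CAGA-GFP in 1% FBS DMEM, stimulated with 500 pg/mL TGF-beta after compound addition. %Activity was normalised to no-cell wells (complete cell-killing) and DMSO (no toxicity), and curves were fitted and classified.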
A549 viability = A549 cytotoxicity, counter-screen for Nrf2 inhibitors; AID 504648; Potency, µM (titrated, usually from 46 µM), for inactives: at the highest dose activity change, negative = cytotoxicity, usual class: inhibitors; A549 ARE-Fluc cells, CellTiter-Fluor viability, 18-24 h; 0.16% of 390,000 active; note: potency is the fitted concentration of half-maximal effect; % is set by controls: 0 for no effect and ±100 for the full control effect
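A549 ARE_Fluc cells in 5% FBS OPTI-MEM were exposed to compounds in concentration-response for 18-24 h at 37 deg C. Viability was read by CellTiter-Fluor fluorescence (Ex 405/Em 525) after 30 min, before the luciferase read.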
EPAC2 ag = EPAC2 (human) agonism; EPAC2 activation, biochemical qHTS; response scale: 100% = 6.5 mM cAMP response; Potency, µM (series often up to 154 µM), for the others: top-dose activation, hits mostly activators; 0.079% of 360,000 active; AID 720711; note: potency is the fitted concentration of half-maximal effect; nearly all actives have a fitted effect of over 50% in size
Target sequence (Q8WZA2 whole entry, looked up): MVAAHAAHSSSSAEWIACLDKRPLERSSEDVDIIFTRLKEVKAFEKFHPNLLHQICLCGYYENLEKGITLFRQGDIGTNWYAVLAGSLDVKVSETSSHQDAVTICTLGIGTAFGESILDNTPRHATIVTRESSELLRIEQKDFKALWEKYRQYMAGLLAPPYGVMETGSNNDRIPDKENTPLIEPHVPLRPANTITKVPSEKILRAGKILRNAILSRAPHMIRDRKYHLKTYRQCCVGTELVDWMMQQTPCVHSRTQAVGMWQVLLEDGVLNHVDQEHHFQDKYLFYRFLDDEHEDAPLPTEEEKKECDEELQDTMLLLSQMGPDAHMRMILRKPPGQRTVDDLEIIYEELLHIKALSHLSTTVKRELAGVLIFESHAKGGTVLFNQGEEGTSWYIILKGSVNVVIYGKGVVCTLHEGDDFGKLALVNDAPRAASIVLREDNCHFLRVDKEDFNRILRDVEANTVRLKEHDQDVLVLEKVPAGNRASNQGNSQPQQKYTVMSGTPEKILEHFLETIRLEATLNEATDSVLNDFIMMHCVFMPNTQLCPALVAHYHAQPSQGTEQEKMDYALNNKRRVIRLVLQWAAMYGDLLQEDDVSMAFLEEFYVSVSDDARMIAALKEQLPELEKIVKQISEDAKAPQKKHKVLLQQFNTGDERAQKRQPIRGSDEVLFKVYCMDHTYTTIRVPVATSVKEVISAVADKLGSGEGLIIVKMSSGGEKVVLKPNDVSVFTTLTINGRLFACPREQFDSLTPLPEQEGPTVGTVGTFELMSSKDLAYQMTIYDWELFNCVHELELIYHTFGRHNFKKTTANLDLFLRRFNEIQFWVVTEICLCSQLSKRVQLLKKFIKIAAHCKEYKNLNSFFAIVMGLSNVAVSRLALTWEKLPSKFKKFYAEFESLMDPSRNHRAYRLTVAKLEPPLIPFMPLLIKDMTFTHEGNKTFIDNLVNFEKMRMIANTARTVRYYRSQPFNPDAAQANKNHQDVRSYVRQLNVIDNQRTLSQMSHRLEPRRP
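qHTS, titration series. 100 nM EPAC2 / 250 nM Rap1B-BODIPY-GDP / 50 uM GDP; RT; ex 480/em 540 nm, 5-min reads to 30 min. Norm. to 6.5 mM cAMP = activation.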
Nrf2 block = Nrf2 pathway inhibition. 2.1% of 360,000 active. AID 504444. Potency, µM (titrated, usually from 46 µM), for inactives: top-dose activity change, negative = inhibition, most hits filed as inhibitors. A549 ARE-Fluc reporter, luciferase luminescence, 18-24 h; note: potency is the fitted concentration of half-maximal effect; % is set by controls: 0 for no effect and ±100 for the full control effect; nearly all actives have a fitted effect of over 60% in size
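Quantitative HTS in A549 cells stably bearing an antioxidant response element-firefly luciferase construct. Inhibition of Nrf2-driven transcription was scored by luminescence after 18-24 h of compound exposure at 37 °C.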
S2 tox = viability counter-screen for ATXN expression inhibitors; Potency, µM (highest dose often 56.7 µM), actives largely listed as cytotoxic; 0.49% of 400,000 active; S2 cells (HEK-293 line with an ATXN2-luciferase reporter) viability, CellTiter-Fluor protease fluorescence, 24 h; note: potency is the fitted concentration of half-maximal effect; nearly all actives have a fitted effect of over 40% in size
TGFb SMAD3 inh = TGF-b pathway inhibition; Potency, µM (highest dose often 46.1 µM), without a hit: at the highest dose activity, negative = inhibition, hits mostly inhibitors; AID 588855; HepG2 CAGA-GFP TGF-b/SMAD3 reporter, GFP fluorescence, 18 h; TGF-beta stimulated, 500 pg/mL final; 1.2% of 410,000 active; note: potency is the fitted concentration of half-maximal effect; % is set by controls: 0 for no effect and ±100 for the full control effect; nearly all actives have a fitted effect of over 65% in size
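Per well, imaged GFP fluorescence of HEPG2 CAGA-GFP cells gives the signal; cells get compound, then TGF-beta (500 pg/mL final), 18 h at 37 degrees C; %Activity versus -TGF-beta and +DMSO controls.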
* = called active by the depositor; i = inactive; ? = inconclusive; . = not tested or not shown; & = joins results of further samples; [ ] = another dose, or the depositor's remark. Unless noted, calls come from the whole dose curve; as a rule, active = well fitted curve in the direction sought with a large enough effect; inconclusive = small, poorly fitted or top-dose-only effect, or another doubt; inactive = no such curve, though single readings can be large; an effect the other way counts as inactive or inconclusive.

1: O=C(NNC(=O)c1ccccc1Cl)c1cccnc1
2: CCc1c(C)sc(NC(=O)/C=C/C(=O)O)c1C(N)=O
3: FC(F)(F)c1cc(-c2cccs2)nc(N2CCOCC2)n1
4: CC(=O)c1ccsc1B(O)O
5: Cc1nc(OCC(=O)c2ccc(Cl)cc2)c(C#N)c2c1COC(C)(C)C2
6: Fc1ccc(NC(=S)NN=Cc2ccccc2Cl)cc1
7: O=C(CSc1oc(-c2ccc(F)cc2)nc1S(=O)(=O)c1ccc(F)cc1)NCC1CCCO1 (stereo not given)
8: Cc1ccc(NC(=O)Cn2c(=O)oc3ccccc32)cc1Cl

entry no.	1	2	3	4	5	6	7	8
Nrf2 ARE act	0.4%	0.3%	0.6%	.	0.1%	7.5%	0.3%	4.0%&0.3%
ATXN2 expr inh	15%	.	12%	.	1%	-14%	-26%	2%
IL2 activator	-1.6	-2.1	-0.4	.	0.6	-0.3	4.2	0.2
HepG2 tox	0%	0%	5%	-2%	-5%	1%	2%	0%&-22%
A549 viability	-1%	3%	9%	-7%	-1%	0%	-1%	2%&-6%
EPAC2 ag	-2%	3%	-13%	.	9%	14%	-7%	-6%
Nrf2 block	15%	?	9%	-3%	?	-9%	13%	?
S2 tox	i	i	i	.	i	i	i	i
TGFb SMAD3 inh	-1%	32%[activator]	?	-11%	?	0%	-7%	0%&0%

9: COc1ccc(-n2cnnc2SC(C)C(=O)Nc2cccc([N+](=O)[O-])c2)cc1 (stereo not given)
10: FC(F)(F)c1cc(C(F)(F)F)c2ccc(N/N=C/c3ccccc3)nc2n1
11: COc1cccc(C(=O)Nc2cnc(NC(=O)c3ccco3)cc2C)c1
12: Clc1ccc(NCc2cccnc2)c(Cl)c1
13: CCOCCCn1c(SCC(=O)Nc2ccc(OC)cc2)nc2ccccc2c1=O
14: N#Cc1c(-c2ccco2)cc(-c2ccc(F)cc2)nc1N
15: Cc1cccc(OCc2nc(CC(=O)Nc3ccc(Cl)cc3)cs2)c1
16: CCN(CC(=O)Nc1ccc(OC)cc1)C(=O)c1cccc(S(=O)(=O)N2CCN(c3ccccc3)CC2)c1

entry no.	9	10	11	12	13	14	15	16
Nrf2 ARE act	0.3%[9.22 µM]	-0.6%	3.1%	-0.9%	0.1%	1µM*	4.5%	0.8%
ATXN2 expr inh	16%	-3%	15%	4%	-14%	0%	-10%	.
IL2 activator	-0.2	4.5	-0.5	-6.2	-2.3	0.5	.	-0.9
HepG2 tox	3%	1%	-54%	-31%	-18%	-3%	-20%	-55%
A549 viability	-2%	12%	-2%	-2%	3%	8%	-1%	.
EPAC2 ag	-4%	2%	10%	17%	4%	21%	.	13%
Nrf2 block	-3%	?	13%	-22%	-22%	.	-10%	.
S2 tox	i	i	i	i	?	i	i	i
TGFb SMAD3 inh	-10%	?	-13%	-2%	9%	2%	-26%	?

Of the compounds above, these contain four or more nitrogen atoms.
9: COc1ccc(-n2cnnc2SC(C)C(=O)Nc2cccc([N+](=O)[O-])c2)cc1 (stereo not given)
10: FC(F)(F)c1cc(C(F)(F)F)c2ccc(N/N=C/c3ccccc3)nc2n1
16: CCN(CC(=O)Nc1ccc(OC)cc1)C(=O)c1cccc(S(=O)(=O)N2CCN(c3ccccc3)CC2)c1

entry no.	9	10	16
Nrf2 ARE act	0.3%[9.22 µM]	-0.6%	0.8%
ATXN2 expr inh	16%	-3%	.
IL2 activator	-0.2	4.5	-0.9
HepG2 tox	3%	1%	-55%
A549 viability	-2%	12%	.
EPAC2 ag	-4%	2%	13%
Nrf2 block	-3%	?	.
S2 tox	i	i	i
TGFb SMAD3 inh	-10%	?	?

Additional compounds:
17: O=C(N/N=C/c1ccc(-c2ccccc2C(=O)O)o1)c1cccs1
18: CCCCNC(=O)CN1CCN(c2ncc(NC(=O)c3ccc(Cl)cc3)cc2C(=O)O)CC1
19: O=C(COc1ccc2c3c(c(=O)oc2c1)CCC3)NCc1cccnc1
20: Cc1ccc(C(=O)O)cc1S(=O)(=O)N1CCSCC1
21: O=C(c1cccs1)N1CCN(c2ccc(F)cc2)CC1
22: CN(C1CCCCC1)S(=O)(=O)c1ccc(NC(=O)C2CCCCC2)cc1
23: CCC1Sc2ccc(S(=O)(=O)CCC(=O)NCc3ccc(C)o3)cc2NC1=O (stereo not given)
24: Cc1ccc(-c2onc(C)c2C)cc1S(=O)(=O)N1CCOc2ccc(Cl)cc21

entry no.	17	18	19	20	21	22	23	24
Nrf2 ARE act	13%	0.2%	-0.5%	-0.7%	-0.1%	0.2%	4.0%	3.7%
ATXN2 expr inh	18%	8%	6%	2%	13%	2%	7%	?
IL2 activator	-1.5	.	-1.3	2.7	-0.1	2.2	0.9	.
HepG2 tox	-2%	-1%	-6%	4%	-2%	-14%	14%	-45%
A549 viability	5%	2%	-3%	-3%	-10%	-16%	-1%	-1%
EPAC2 ag	-4%	.	1%	5%	-4%	11%	6%	.
Nrf2 block	21%	.	7%	-12%	-12%	23µM*	12%	?
S2 tox	i	i	i	i	i	i	i	i
TGFb SMAD3 inh	2%	-3%	8%	-5%	-9%	?	-24%	?

25: Cc1c(NC(=O)c2cc(Br)ccc2Cl)cccc1-n1cnnn1
26: CCOC(=O)c1c(C)c(C(=O)NCc2ccc3c(c2)OCO3)c(C)n1C
27: Nc1cc(S(=O)(=O)c2ccc(N3CCCCC3)c(N)c2)ccc1N1CCCCC1
28: CCOC(=O)CSc1nc2c(sc(=S)n2CCc2ccccc2)c(=O)n1Cc1ccco1
29: O=S(=O)(NCc1ccccn1)c1ccc2c(c1)OCCO2
30: COC(=O)C1=C(C)NC(=O)NC1c1cn(-c2ccccc2)nc1-c1ccc(OC)c(Br)c1 (stereo not given)
31: CCN(CC)S(=O)(=O)c1ccc(N2CCOCC2)c(NS(=O)(=O)c2ccc(OC)cc2)c1
32: COc1cc(F)cc(-c2ccc3c(c2)c(C#Cc2ccsc2)c(-c2cc(OC)cc(OC)c2)n3C)c1

entry no.	25	26	27	28	29	30	31	32
Nrf2 ARE act	?	-0.3%	-0.8%	0.7%	-0.3%	6.9%	-1.2%	-0.5%
ATXN2 expr inh	-7%	-7%	.	-16%	3%	-21%	3%	2%
IL2 activator	0.9	-0.6	-0.5	-2.8	-0.1	.	-1.4	2.3
HepG2 tox	2%	-11%	-31%	-20%	2%	-14%	-3%	-1%
A549 viability	0%	1%	.	-8%	-1%	-1%	8%	8%
EPAC2 ag	-6%	1%	7%	21%	8%	.	-11%	-2%
Nrf2 block	11%	-5%	.	-21%	10%	-13%	6%	?
S2 tox	i	i	i	i	i	i	i	i
TGFb SMAD3 inh	9%	-7%	?	-3%	-19%	-4%	0%	-1%

33: CCCCn1c(N)c(Sc2ccc([N+](=O)[O-])cc2)c(=O)[nH]c1=O
34: O=C(/C=C/c1ccco1)Nc1ccc(Oc2ccc(Cl)cc2)cc1
35: COc1ccc(-c2cc(C(F)F)n3ncc(C(=O)NCC4CCCO4)c3n2)cc1 (stereo not given)
36: Cc1cc(Br)cn2c(Cc3ccsc3)c(-c3cccc(Cl)c3)nc12
37: COc1ccc(CCC(=O)NC2CCCN(Cc3ccc(Cl)cc3)C2)cc1OC (stereo not given)
38: CCN(Cc1ccccc1)C(=O)CCS(=O)(=O)c1ccc2c(c1)n(C)c(=O)c(=O)n2C
39: O=C(CN(C(=O)Cn1nnc(-c2ccc(F)cc2)n1)c1cnc2ccccc2c1)NCC1CCCO1 (stereo not given)
40: CCOC(=O)c1sc(Nc2ccccc2)nc1C

entry no.	33	34	35	36	37	38	39	40
Nrf2 ARE act	-0.4%	7.7%	0.0%	6.6%	-1.3%	-1.2%	-0.7%	28%
ATXN2 expr inh	2%	-27%	-14%	8%	.	-2%	4%[11.3 µM]	61%[activator]
IL2 activator	0.0	1.6	0.1	2.5	0.3	-2.9	0.1	-1.2
HepG2 tox	-19%	-22%	0%	-6%	-26%	-10%	4%	9%
A549 viability	7%	-17%	10%	.	-1%	4%	-9%	5%
EPAC2 ag	12%	4%	-1%	7%	-2%	0%	-6%	-10%
Nrf2 block	7%	?	1%	.	-18%	0%	2%	.
S2 tox	i	?	?	i	i	i	i	?
TGFb SMAD3 inh	7%	-17%	1%	-10%	4%	2%	-7%	-22%

41: CCN(CC(=O)Nc1ccc2c(c1)OCCO2)CC(=O)Nc1ccccc1C(F)(F)F
42: Cc1ccc2c(c1)cc1c(=O)n(CC(=O)N3CCCC3)nc(C)n12
43: COc1ccc(OC)c(NC(=O)[C@H](Cc2ccccc2)N2Cc3ccccc3C2=O)c1
44: O=C1CC(NCc2ccc3c(c2)OCO3)C(=O)N1Cc1ccc2c(c1)OCO2 (stereo not given)
45: CN1C(=O)S/C(=C/c2ccccc2OCc2ccc(C(=O)O)cc2)C1=O
46: COc1ccccc1NC(=O)c1ccc(COc2ccc3c(c2)CCC3)cc1
47: O=C(c1ccc(Cl)c(S(=O)(=O)N2CCCCCC2)c1)N1CCN(c2ccc(O)cc2)CC1
48: COc1ccccc1/C=C/C(=C1/C(=O)N(c2ccccc2)N=C1C)c1ccc(C)cc1
49: COC(=O)c1sc(N)c(C(=O)OC)c1COC(=O)C12CC3CC(CC(O)(C3)C1)C2

entry no.	41	42	43	44	45	46	47	48	49
Nrf2 ARE act	-0.7%	-0.9%	6.0%	0.2%	-0.8%	-0.7%	0.0%	-0.3%	3.9%
ATXN2 expr inh	6%	5%	1%	-3%	-21%	17%	.	-2%	0%
IL2 activator	-2.7	-4.7	.	-0.9	-0.9	-0.2	1.6	1.2	1.2
HepG2 tox	5%	15%	-21%	-12%	3%	-18%	-7%	7%	3%
A549 viability	-3%	5%	-1%	0%	-5%	15%	-8%	-1%	?
EPAC2 ag	0%	0%	.	4%	10%	9%	10%	8%	3%
Nrf2 block	-8%	7%	-6%	3%	?	-4%	23µM*	5%	?
S2 tox	i	i	i	i	i	i	i	i	i
TGFb SMAD3 inh	-8%	15%	-6%	2%	1%	-6%	-3%	?	19%

Screening data as filed in PubChem BioAssay.
